Screening data from PubChem BioAssay.
Sm TGR block: inhibitors of Schistosoma mansoni thioredoxin glutathione reductase; Q962Y6; 360,000 compounds, 3% hits; purified TGR, DTNB reduction, TNB absorbance 405 nm; Potency, µM (titrated, usually from 114 µM), for the others: top-dose activity change, negative = inhibition, hits mostly inhibitors; AID 485364; note: potency is the fitted concentration of half-maximal effect; nearly all actives have a fitted effect of over 60% in size
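Kinetic colorimetric format: TGR-catalysed, NADPH-driven DTNB reduction monitored via TNB absorbance. Enzyme dispensed at 20 nM; compound exposure 15 min at room temperature before reaction start.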
AmpC detergent: inhibitors of E. coli AmpC beta-lactamase with detergent. P00811. AmpC hydrolysis of nitrocefin, absorbance 480 nm, 0.01% Triton. Potency, µM (highest dose often 114 µM), for inactives: top-dose activity change, negative = inhibition, most hits filed as inhibitors. 370,000 compounds, 0.041% hits. AID 485294;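 note: potency is the fitted concentration of half-maximal effect; 0% = no-compound wells and -100% = no-enzyme wells; nearly all actives have a fitted effect of over 25% in size; some results filed as inactive show a strong effect at the top dose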
Target sequence (P00811 whole entry, looked up): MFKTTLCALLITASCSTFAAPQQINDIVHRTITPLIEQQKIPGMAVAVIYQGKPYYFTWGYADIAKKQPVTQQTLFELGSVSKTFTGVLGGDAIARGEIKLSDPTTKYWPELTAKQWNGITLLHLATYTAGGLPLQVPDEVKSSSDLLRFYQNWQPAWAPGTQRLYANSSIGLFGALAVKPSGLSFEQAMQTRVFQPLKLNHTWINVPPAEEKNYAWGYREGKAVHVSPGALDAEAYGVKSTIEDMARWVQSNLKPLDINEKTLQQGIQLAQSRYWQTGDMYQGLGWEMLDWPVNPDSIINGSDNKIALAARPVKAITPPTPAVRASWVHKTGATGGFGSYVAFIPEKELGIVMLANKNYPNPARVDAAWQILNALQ
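AmpC (5.3 nM in the dispensed reagent) in 20 mM phosphate pH 7.0 with 0.01% (detergent screen) or 0.0001% Triton X-100 was preincubated with compounds for 15 min at room temperature. Nitrocefin was then added from an 800 uM solution, and hydrolysis was followed at 480 nm.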
HCV inh: inhibitors of hepatitis C virus infection | Potency, µM (series often up to 41.8 µM), inactives show at the highest dose activity change, negative = inhibition, usual class: inhibitors | AID 651820 | 340,000 compounds, 3.4% hits | Huh7.5.1 HCVcc-Cre infection, luciferase reporter, 44 h; note: potency is the fitted concentration of half-maximal effect
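After 44 h co-culture of compound, cells and HCVcc-Cre (~0.5 moi), substrate is added for 15 min at room temperature and luciferase measured over 15 sec. Cells were seeded at 1,000/well and pre-cultured 4 h.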
FBPA Giardia inh: inhibitors of Giardia lamblia fructose-1,6-bisphosphate aldolase; Potency, µM (series often up to 59.6 µM), inactives show top-dose activity, negative = inhibition, most hits filed as inhibitors; A8B2U2; 290,000 compounds, 0.71% hits; purified Giardia FBPA; note: potency is the fitted concentration of half-maximal effect; nearly all actives have a fitted effect of over 55% in size
Target sequence (A8B2U2 whole entry, looked up): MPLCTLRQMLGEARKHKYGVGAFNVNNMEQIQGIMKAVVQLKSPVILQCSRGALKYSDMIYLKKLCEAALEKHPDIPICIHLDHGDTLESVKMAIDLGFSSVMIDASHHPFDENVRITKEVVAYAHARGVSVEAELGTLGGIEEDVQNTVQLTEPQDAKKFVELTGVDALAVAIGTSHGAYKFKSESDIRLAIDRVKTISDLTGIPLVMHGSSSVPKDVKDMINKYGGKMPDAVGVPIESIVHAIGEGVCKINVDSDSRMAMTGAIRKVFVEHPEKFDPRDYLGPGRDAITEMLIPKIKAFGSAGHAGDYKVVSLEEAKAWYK
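Giardia FBPA (40 nM reagent) was preincubated 10 min at RT with compound (up to 57.5 uM final), then substrate plus GAPDH/TPI/NAD/arsenate coupling system with diaphorase/resazurin was added; resorufin fluorescence (525/598 nm) was read after 20 min.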
AMA1 RON2 block: inhibitors of Plasmodium falciparum AMA1-RON2 interaction. AlphaScreen AMA1-biotinylated RON2 peptide binding. 360,000 compounds, 0.2% hits. AID 720542. Potency, µM (top dose mostly 58.2 µM), inactives show at the top dose activity change, negative = inhibition, actives largely listed as inhibitors;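 note: potency is the fitted concentration of half-maximal effect; 0% = vehicle wells and -100% = peptide control; nearly all actives have a fitted effect of over 45% in size; some results filed as inactive show a strong effect at the top dose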
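AMA1 (3D7) with his tag at 25 nM final met compounds first, then biotinylated RON2 peptide at 25 nM; detection used donor plus acceptor beads, 10 µg/mL apiece, read by AlphaScreen after 30 min at room temperature.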
HCMV inh: inhibitors of human cytomegalovirus | HFF cells, HCMV-luciferase reporter, 72 h; active compounds read low | activity change, negative = inhibition, % at 57.5 µM | 410,000 compounds, 4.5% hits | AID 1259415; in the data active = activity change below about -60%; inconclusive = no clear call, values can overlap the other calls; inactive = above about -39%
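Compounds were evaluated in HFFs infected with an HCMV luciferase reporter virus (MOI 1 PFU/cell). Luciferase in lysates collected 72 h post infection served as the replication measure.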
Numbers without * were called inactive; ? = inconclusive; nt = not tested or not shown; & = joins results of further samples; [ ] = another dose, or the depositor's remark. Unless noted, calls come from the whole dose curve; as a rule, active = well fitted curve in the direction sought with a large enough effect; inconclusive = small, poorly fitted or top-dose-only effect, or another doubt; inactive = no such curve, though single readings can be large; an effect the other way counts as inactive or inconclusive. Unless noted, % is set by controls: 0 for no effect and ±100 for the full control effect.

Below each SMILES: Sm TGR block | AmpC detergent | HCV inh | FBPA Giardia inh | AMA1 RON2 block | HCMV inh
1. NC(=O)c1cc2nc(-c3ccco3)cc(C(F)(F)F)n2n1
 : ? | -6% | -24% | 1% | 3% | 26
2. CCc1ccccc1NC(=O)CN(c1cccc(C)c1C)S(C)(=O)=O
 : -3% | -3% | nt | nt | nt | 16
3. CCOC(=O)/C=c1\s/c(=C\c2ccc(C)cc2)c(=O)n1CC(=O)NCc1ccco1
 : -4% | -10% | 12% | 6% | -6% | ?
4. O=S(=O)(Nc1ccc2cn[nH]c2c1)c1cc(Br)ccc1Br
 : nt | nt | -9% | nt | 10% | 45
5. Cc1ccc(Sc2c(C)nn(C(C)(C)C)c2OC(=O)C(C)(C)C)cc1
 : -1% | 15% | nt | nt | nt | 4
6. COc1ccccc1N1C(=O)CC(N2CCN(c3ccc(F)cc3)CC2)C1=O (configuration not stated)
 : 45µM* | ? | 4% | -5% | 11% | -15
7. O=C(NC1CCCCCC1)C1CC(=O)N(c2ccc(Cl)cc2)C1 (configuration not stated)
 : 0% | -1% | 3% | 6% | 1% | 5
8. COc1ccc(C(=O)Nc2ccc3c(c2)OCCO3)cc1S(=O)(=O)N1CCOCC1
 : -5% | 3% | ? | nt | -17% | 48
9. COc1ccc(OC)c(CNC(=O)c2cc(=O)[nH]c3ccc(S(=O)(=O)N4CCCC4)cc23)c1
 : -9% | -14% | nt | 2% | nt | 14
10. COc1ccc2occ(C(=O)c3ccc(N=C(C)N(C)C)cc3)c2c1
 : 1% | 0% | ? | 11% | -7% | -17
11. CCc1ccccc1NC(=O)C1(S(=O)(=O)c2ccc(Cl)cc2)CC1
 : -8% | 22% | nt | nt | nt | 0
12. Cc1ccc(O)c(C2=Nc3ccccc3N=C(c3ccco3)C2)c1
 : 4% | 3% | -11% | 0% | 4% | 66
13. CCC/C=C(\CCC)C(NC(=O)Cc1ccccc1)c1ccc(C(=O)OC)cc1 (configuration not stated)
 : -13% | -12% | 2% | -6%&-4% | 9% | nt
14. Cc1ccc(C(C)C)c(OCC(=O)NN=C2CCCCCCC2)c1
 : -1% | 3% | ? | 9% | 11% | 35
15. CN(C)S(=O)(=O)c1ccc(NC(=O)COc2ncnc3sccc23)cc1
 : 7% | 2% | -6% | 0% | -21% | -11
16. O=C(NCc1nnc2c3ccccc3c(-c3ccccc3)nn12)c1ccccc1Cl
 : 0% | -1% | 6% | 12% | 7% | -20
17. CCOc1cc(/C=N/n2c(COc3ccccc3)n[nH]c2=S)ccc1O
 : 41%[activator] | -1% | -18% | 22% | 65%[activator] | -39
18. COc1cc(/C=C(\C#N)C(N)=O)ccc1OCc1c(C)no[n+]1[O-]
 : 9% | -8% | 7% | 0% | -6% | -23
19. COc1cc(Br)c(CN2CCCN(C)CC2)cc1OC
 : -17% | ? | 0% | 13µM* | 14% | 42
20. Cc1ccc(O)c(-c2cc(C(=O)NCc3ccncc3)[nH]n2)c1
 : -2% | ? | -10% | 3% | 56%[activator] | -16
21. CC(C)c1ccc(NC(=O)Cn2nnc(C(=O)NCc3cccs3)c2N)cc1
 : -10% | -3% | nt | nt | nt | -1
22. CC(C)CC1(CCc2ccccc2)C(=O)NC(=O)NC1=O
 : nt | nt | 2% | nt | -2% | 12
23. CC(C)C1(CCNC(=O)c2cccs2)CCOC(C)(C)C1 (configuration not stated)
 : 11% | -4% | 10% | -4% | 3% | -32
24. Cc1cc(Br)ccc1NC(=O)CN1C(=S)NC(C)(C)CC1C (configuration not stated)
 : 4% | -13% | 25% | -6% | -14% | ?
25. CC(C)Oc1cccc(-c2nnc(SCC(=O)Nc3ccc4c(c3)OCCO4)n2N)c1
 : 13% | 3% | -12% | 0% | 0% | -4
26. CC1(C)CC(=O)C=C(NC2CCCCC2)C1
 : 4% | 3% | 13% | nt | 5% | 2
27. O=C(COC(=O)c1cc(=O)c2ccccc2o1)NC1CCCC1
 : 7% | 3% | 20% | 0% | 14% | 15
28. Cc1ccc(S(=O)(=O)/N=C2/NC(=O)/C(=C/c3cccnc3)S2)cc1
 : -15% | ? | 7% | 14% | -7% | -11
29. Cc1ccc(S(=O)(=O)N2CCN(C(=O)c3ccccc3)CC2)c(C)c1NS(C)(=O)=O
 : 31% | -1% | -1% | 3% | 2% | -19
30. CC(C)CCn1c(N2CCN(c3cccc(Cl)c3)CC2)nc2c1c(=O)[nH]c(=O)n2C
 : 5% | 3% | 13% | -2% | -5% | 40

Full records as entered above.
Entry for Cc1cc(Br)ccc1NC(=O)CN1C(=S)NC(C)(C)CC1C (configuration not stated) = Sm TGR block = 4%; AmpC detergent = -13%; HCV inh = 25%; FBPA Giardia inh = -6%; AMA1 RON2 block = -14%; HCMV inh = ?
Entry for CC(C)CC1(CCc2ccccc2)C(=O)NC(=O)NC1=O = Sm TGR block = nt; AmpC detergent = nt; HCV inh = 2%; FBPA Giardia inh = nt; AMA1 RON2 block = -2%; HCMV inh = 12

Results in sequence from above:
AMA1 RON2 block for nos. 18–23, in order: -6%, 14%, 56%[activator], nt, -2%, 3%

The results go on:
Below each SMILES: Sm TGR block | AmpC detergent | HCV inh | FBPA Giardia inh | AMA1 RON2 block | HCMV inh
31. CN(C)CCN(Cc1ccco1)S(=O)(=O)c1ccc(-c2ccc(=O)[nH]n2)s1
 : -31% | -5% | 6% | 3% | -5% | -31
32. Cc1c(C)c2ccc(OS(C)(=O)=O)c(C)c2oc1=O
 : -3% | -11% | 2% | 6% | 7% | 14
33. Cn1c(=O)cc(SCC(=O)N2CCCC2)c2ccccc21
 : -7% | -1% | -5% | -12% | 4% | 79
34. O=C(O)CCC(=O)N1CCN(c2ccc(C(=O)c3ccc(F)cc3)cc2)CC1
 : -15% | 1% | 8% | 2% | -10% | 40
35. CCOCCn1c(=O)c2c(nc3n2CCN3c2ccc(C)c(C)c2)n(C)c1=O
 : 2% | 17% | nt | nt | nt | 14
36. O=C(Cc1cccc2ccccc12)NN1C(=O)CSC1=S
 : 4% | 7% | -1% | 5% | 7% | -31
37. CN1C(C(=O)NCc2ccc(OC(F)(F)F)cc2)CC2Cn3c(nc4cc5ccccc5cc43)C21 (configuration not stated)
 : -14% | 4% | ? | 2% | 4% | -21
38. CC(OC(=O)c1cc2sccc2n1C)C(=O)NCc1ccc(F)cc1 (configuration not stated)
 : -1% | 0% | ? | nt | 4% | -9
39. COc1ccccc1C1NC(=O)NC(C)=C1C(=O)OCc1ccccc1 (configuration not stated)
 : -32% | -13% | -28% | -5% | 0% | 6
40. O=C(/C=C/c1cccs1)N1CCN(c2ccc(O)cc2)CC1
 : 2% | -5% | -15% | -24% | -7% | -34
41. Fc1ccccc1Cn1cc(C(=S)N2CCOCC2)c2ccccc21
 : 8% | 8% | -21% | -16% | -23% | -24
42. Cc1cc(N2CCC(C)CC2)n2ncc(-c3ccccc3)c2n1
 : 3% | -11% | ? | -5% | 137%[activator] | -64*
43. CN(C)/C=C(/C(=O)c1ccc(Cl)cc1Cl)S(=O)(=O)c1ccc(Cl)cc1
 : -10% | -10% | 1% | 13% | -17% | 3
44. CC(NC(=O)Nc1ccccc1)C(c1cccs1)N1CCOCC1 (configuration not stated)
 : -19% | ? | -3% | -5% | 3% | 8
45. Cc1nc(NC(=O)c2ccc(Br)s2)sc1C(=O)N(C)C
 : 4% | 0% | -1% | -3% | -1% | 143
46. O=C(c1ccc(Cl)cc1)C12CN3CN(CN(C3)C1)C2
 : 0% | ? | -20% | 3% | 12% | 2
47. CCOC(=O)CNC(=O)CSc1ncccc1-c1nc2ccccc2[nH]1
 : -2% | -8% | 1% | -12% | 10% | 10
48. CCN(CC)CCNC(=S)NC(=O)c1cn(-c2ccccc2)nc1-c1ccc(OC)cc1
 : -1% | 1% | 22µM* | 0% | 20% | ?
49. Cc1ccc(S(=O)(=O)N2CCN(C(=O)C(C)Cn3nc(C)c(C)c3C)CC2)cc1C (configuration not stated)
 : -4% | -15% | -7% | -1% | -4% | -4
50. N#Cc1c(Nc2ccccc2)sc(C(=O)C2CC2)c1N
 : -4% | -7% | 20% | 0% | -4% | 49
51. COCCCN(C(=O)CCOc1ccccc1C)c1c(N)n(Cc2ccccc2)c(=O)[nH]c1=O
 : -4% | -14% | 13% | nt | -2% | -14
52. Cc1ccccc1NC(=O)CSCn1nnc2c(=O)[nH]c(Cc3ccc(F)cc3)nc21
 : -1% | 18% | nt | nt | nt | 7
53. COc1ccc(CCNC(=O)COC(=O)c2cc(=O)[nH]c3ccccc23)cc1
 : nt | nt | 20% | nt | -5% | 27
54. CC[C@@]12C(=O)N(c3ccc(C)cc3)C(=O)N1[C@H](c1ccc(OC)cc1)[C@@H]1C(=O)N(C(C)(C)C)C(=O)[C@@H]12
 : -19% | ? | 11% | 1% | -3% | 19
55. CCN(CC)CCNS(=O)(=O)c1ccc(Cl)cc1
 : -26% | -5% | -7% | 7% | 11% | 19
56. Cc1ccc(S(=O)(=O)N2CCC(C(=O)Nc3ccccc3N3CCCC3)CC2)cc1C
 : -1% | -7% | ? | nt | -5% | -37
57. CCn1c(O)c(N=NC(=O)c2ccc(CSc3nncn3C)cc2)c2ccccc21
 : 3% | -12% | ? | 2% | -13% | ?
58. COc1ccccc1Oc1c(C)oc2c(CN3CCN(CCO)CC3)c(O)ccc2c1=O
 : -16% | -7% | 17% | 4% | 8% | 22
59. O=C(COc1ccc(Cl)cc1)Nc1ccc2nc(SCC(=O)N3CCOCC3)sc2c1
 : -12% | -4% | nt | nt | nt | -19
60. CC(=O)NCC(=O)NNC1CC(=O)N(c2cccc(Cl)c2)C1=O (configuration not stated)
 : -1% | -1% | 4% | 2% | 38%[activator] | -24

Not a retest: an excerpt of the list.
Below each SMILES: Sm TGR block | AmpC detergent | HCV inh | FBPA Giardia inh | AMA1 RON2 block | HCMV inh
45. Cc1nc(NC(=O)c2ccc(Br)s2)sc1C(=O)N(C)C
 : 4% | 0% | -1% | -3% | -1% | 143
46. O=C(c1ccc(Cl)cc1)C12CN3CN(CN(C3)C1)C2
 : 0% | ? | -20% | 3% | 12% | 2
